Screening data deposited in PubChem BioAssay by several laboratories.
MT1-MMP act inh = blockers of MT1-MMP proenzyme processing, primary screen, HT1080 RFP-PRO-GFP cells, GFP/RFP fluorescence | 360,000 tested, 0.061% active | Matrix metalloproteinase-14 (Homo sapiens), P50281 | GFP/RFP ratio change, % at 20 µM | GFP/RFP ratio fluorescence, overnight; percent of plate control window, DMSO zero | AID 651647, 2012;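 active = GFP/RFP ratio change of at least 30% with cell ATP level not reduced by more than half and red fluorescence within 50% of control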; also: strong numbers were not always called active
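Material: RFP-PRO-GFP reporter HT1080 cells. Dosing: single-point 20 µM compound, 1% DMSO. Controls: DMSO and RFP-L50D-GFP cell wells. Timing: cells overnight before dosing, compound overnight, 37 °C, 5% CO2. Measure: GFP/RFP fluorescence ratio.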
CendR NRP1 mod = modulators of CendR peptide binding to NRP-1, primary screen, biochemical, fluorescence polarization, uHTS; Neuropilin-1 (Homo sapiens), O14786; FAM-RPARPAR peptide binding to NRP-1; inhibition, % at 25 µM; 360,000 tested, 0.85% active; AID 602438, 2012;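 active = inhibition or corrected inhibition above about 18%, plus a signal ratio from 0.5 to 1.5, limit read from the data, passing the limit was not always enough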; also: strong numbers were not always called active
MsrA inhibitor = bovine MsrA enzyme inhibitors, primary screen, biochemical, absorbance, HTS; Methionine sulfoxide reductase A (Bos taurus); purified bovine MsrA, absorbance read-out; inhibition, % at 15.5 µM; 360,000 tested, 0.75% active; AID 651718, 2012; in the data active = inhibition above about 4.5%;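 also: 0% = vehicle wells with enzyme and 100% = reference inhibitor wells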
SKN-1 block = suppressors of acrylamide-induced Pgst-4::GFP reporter in worms, primary screen, SKN-1 inhibitor project, whole organism, uHTS, GFP/RFP fluorescence ratio, strain VP596. C. elegans VP596 Pgst-4::GFP/RFP ratio, 24 h. inhibition, % at 21.8 µM. 360,000 tested, 0.49% active. AID 624304, 2012;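 active = interference check ratio from 0.5 to 1.5 plus GFP to RFP signal ratio inhibition reaching or exceeding a fixed threshold, cut at about 30% in these data, passing the limit was not always enough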; also: some compounds called inactive have numbers as strong as hits
eLon inh = inhibitors of E. coli Lon protease, primary screen, biochemical, fluorescence polarization; P0A9M0; purified E. coli Lon protease; inhibition, % at 7.94 µM; 360,000 tested, 0.42% active; in the data active = inhibition above about 13%, passing the limit was not always enough;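 also: 0% = enzyme with probe and DMSO and 100% = no enzyme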
FAS-TE inh = FAS thioesterase domain inhibitors, primary screen, biochemical, fluorescence intensity, uHTS; Fatty acid synthase (Homo sapiens), P49327; recombinant FAS-TE, OMFH fluorogenic substrate, fluorescence endpoint; inhibition, % at 15 µM; 360,000 tested, 0.67% active;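 active = compounds whose normalised, plate-corrected inhibition of enzyme fluorescence in the single-dose primary screen is 50% or more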;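 also: 0% = DMSO with enzyme and 100% = substrate without enzyme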
Neddylation inh = inhibitors of cullin neddylation, primary screen, biochemical, TR-FRET, uHTS, NAE and Ubc12; 360,000 tested, 0.58% active; calls only at 25 µM; AID 651699, 2012; in the data active = inhibition above about 36%
Rin1-Abl PPI inh = inhibitors of Rin1-Abl protein binding, primary screen, biochemical, TR-FRET; Tyrosine-protein kinase ABL1 (Homo sapiens) + Ras and Rab interactor 1 (Homo sapiens), …; inhibition, % at 7.35 µM; 360,000 tested, 0.4% active; AID 588664, 2011; in the data active = inhibition above about 5%, passing the limit was not always enough
bovine MsrA act = bovine MsrA enzyme activators, primary screen, biochemical, absorbance, HTS; purified bovine MsrA, absorbance read-out; activation, % at 10.6 µM; AID 602163, 2012; Methionine sulfoxide reductase A (Bos taurus); 360,000 tested, 0.3% active; in the data active = activation above about 7.5%;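 also: 0% = vehicle and 100% = reference activator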
Starred values were filed as active, the others as inactive; i = inactive; nt = no result given.

1) O=C(CN1C(=O)C2C3C=CC(C3)C2C1=O)NCCC1=CCCCC1 (stereo not drawn)
2) O=C(NCc1cccc(C(F)(F)F)c1)c1csc([C@@H]2C[C@H](O)[C@@H](CO)O2)n1
3) CCCCCCc1cc2cc(-c3nnc(-c4ccccc4OC)o3)c(=O)oc2cc1O
4) COc1ccccc1CNc1cc(-c2ccccc2)ccc1OC
5) COCc1[nH][nH]c(=O)c1C=Nc1ccccc1
6) N#Cc1ccc(NC(=O)Cn2cnc(S(=O)(=O)N3CCOCC3)c2)cc1
7) O=S(=O)(c1ccccc1)c1ccccc1/C=N\O
8) COc1ccc(C(C(=O)NC2CCCCC2)N(Cc2ccco2)C(=O)c2ccccn2)c(OC)c1 (stereo not drawn)
9) Cc1cc(F)ccc1S(=O)(=O)Nc1ccccc1C(=O)Nc1ccccc1-c1nc2ccccc2[nH]1
10) COc1ccccc1C(=O)OCC(=O)NC(=O)NC1CCCCC1

Compound	1	2	3	4	5	6	7	8	9	10
MT1-MMP act inh	-4	0	-498	-4	-2	-2	3	1	-19	3
CendR NRP1 mod	10	6	130	-1	12	14	0	-8	1	0
MsrA inhibitor	-1.7	-1.1	1.1	-0.1	2.6	nt	-1.1	-0.5	nt	0.4
SKN-1 block	18	6	33	12	13	13	7	4	-1	-8
eLon inh	3	-4	i	1	6	-9	-1	3	-5	-6
FAS-TE inh	-4	-8	-32	37	-8	-7	-6	-3	39	2
Neddylation inh	i	i	nt	i	i	i	i	i	i	i
Rin1-Abl PPI inh	0	-4	-2	0	-2	0	0	2	-4	5
bovine MsrA act	-4	0	-2	-4	-5	-3	-13	-1	-5	-6

11) Cc1oc(-c2ccc(Cl)cc2)cc1-c1nn2c(-c3ccoc3C)nnc2s1
12) COc1cccc(CNS(=O)(=O)c2c(C)[nH]c(C)c2C(=O)N2CCCCC2)c1
13) COc1ccc(C(=O)COC(=O)CCNS(=O)(=O)c2ccccc2)c(OC)c1
14) O=C(Nc1ccc(F)cc1)C(CCc1ccccc1)N1CCN(C(=O)c2ccco2)CC1 (stereo not drawn)
15) CCN1CCN(c2nc(-c3cccs3)nc3ccccc23)CC1
16) O=C(NCc1ccc(F)cc1)C1CCC(CNS(=O)(=O)c2cccs2)CC1 (stereo not drawn)
17) CCOC(=O)N1CCC(NC(=O)CC(NS(=O)(=O)c2ccc(Cl)cc2)c2ccco2)CC1 (stereo not drawn)
18) COc1cccc(NC(=O)CN(C)C(=O)c2cc(-c3ccco3)nc3ccccc23)c1
19) Cc1nc2sc3c(c2c(=O)n1/N=C/c1cccnc1)CCCC3
20) Nc1cccnc1-n1nc(C(F)(F)F)cc1C(F)(F)F

Compound	11	12	13	14	15	16	17	18	19	20
MT1-MMP act inh	5	2	0	2	-1	-3	3	-2	-3	2
CendR NRP1 mod	-3	12	-5	8	4	-3	4	-11	-3	9
MsrA inhibitor	-0.1	0.0	0.2	-1.4	0.3	0.2	-1.1	0.8	-0.7	0.1
SKN-1 block	7	11	-22	1	14	-5	4	7	9	-2
eLon inh	-14	-8	-6	nt	-4	6	-2	-4	10	-5
FAS-TE inh	7	-6	4	nt	-6	-1	0	-1	12	-3
Neddylation inh	i	i	i	i	i	i	i	nt	i	i
Rin1-Abl PPI inh	5	0	0	nt	-5	4	-2	0	-4	1
bovine MsrA act	-2	-1	-3	nt	-5	-11	-5	-3	5	-1

Full records as entered above. Order of values: MT1-MMP act inh | CendR NRP1 mod | MsrA inhibitor | SKN-1 block | eLon inh | FAS-TE inh | Neddylation inh | Rin1-Abl PPI inh | bovine MsrA act
Shown for CCOC(=O)N1CCC(NC(=O)CC(NS(=O)(=O)c2ccc(Cl)cc2)c2ccco2)CC1 (stereo not drawn) : 3 | 4 | -1.1 | 4 | -2 | 0 | i | -2 | -5
Shown for O=C(Nc1ccc(F)cc1)C(CCc1ccccc1)N1CCN(C(=O)c2ccco2)CC1 (stereo not drawn) : 2 | 8 | -1.4 | 1 | nt | nt | i | nt | nt
Shown for COc1cccc(NC(=O)CN(C)C(=O)c2cc(-c3ccco3)nc3ccccc23)c1 : -2 | -11 | 0.8 | 7 | -4 | -1 | nt | 0 | -3

Taken from above:
FAS-TE inh with entry 19 reads 12
SKN-1 block with entry 17 reads 4
eLon inh with entry 16 reads 6
eLon inh with entry 13 reads -6
MsrA inhibitor with entry 15 reads 0.3
SKN-1 block with entry 12 reads 11

Next part.
21) CCCC(c1nnnn1C1CCCCC1)N1CCN(C2CCCC2)CC1 (stereo not drawn)
22) CC(C(=O)NC1CCCC1)n1c(C2CC2)nc2ccccc21 (stereo not drawn)
23) CN=C1C([N+](=O)[O-])=CC=C2C1=NC1(CCCCC1)N2O
24) O=C(COC(=O)c1cc(F)c(F)cc1Cl)NC1CCCCCC1
25) O=c1[nH]c(CN2CCN(Cc3ccc4c(c3)OCO4)CC2)nc2ccccc12
26) O=C(CCCOc1cccc(Br)c1)NCCOc1ccccc1
27) CSc1ccccc1NC(=O)c1ccc([N+](=O)[O-])cc1
28) CCOC(=O)[C@]12CCCC=C1N(Cc1ccc3c(c1)OCO3)C(=O)[C@H](CC(=O)NCCCN1CCCC1=O)C2
29) Cc1ccc(S(=O)(=O)NCc2ccccc2)cc1

Compound	21	22	23	24	25	26	27	28	29
MT1-MMP act inh	0	-1	8	2	4	1	-3	0	-1
CendR NRP1 mod	3	10	-2	0	-4	7	16	1	10
MsrA inhibitor	0.8	-1.0	0.9	0.3	-0.7	0.7	-0.7	0.6	0.1
SKN-1 block	-35	1	2	27	12	0	-4	2	12
eLon inh	-7	nt	14	13	-7	-13	8	8	3
FAS-TE inh	-4	nt	-9	56*	-4	14	7	-10	-1
Neddylation inh	i	i	i	i	i	i	i	i	i
Rin1-Abl PPI inh	2	nt	-8	-2	-2	0	-2	nt	0
bovine MsrA act	-9	nt	-3	0	5	-1	1	-10	-4

2 compounds drawn at random from the list so far, as already listed:
29) Cc1ccc(S(=O)(=O)NCc2ccccc2)cc1
26) O=C(CCCOc1cccc(Br)c1)NCCOc1ccccc1

Compound	29	26
MT1-MMP act inh	-1	1
CendR NRP1 mod	10	7
MsrA inhibitor	0.1	0.7
SKN-1 block	12	0
eLon inh	3	-13
FAS-TE inh	-1	14
Neddylation inh	i	i
Rin1-Abl PPI inh	0	0
bovine MsrA act	-4	-1
